LDHA block – blocks human lactate dehydrogenase A; AID 1347041; 480,000 tested, 0.15% active; purified LDHA, NADH/diaphorase-resazurin fluorescence; active compounds read low; activity change, % (values are at about 110 or 230 µM); P00338; in the data active means activity change below about -30%;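 further: plate controls were DMSO wells for no effect and wells without enzyme for full effect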
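Human LDH5 at 2 nM final in Tris HCl pH 7.4 with 0.06 mM NADH and 0.2 mM pyruvate, reacted 5 minutes at room temperature. Remaining NADH coupled via diaphorase/resazurin; resorufin fluorescence read at 0 and 20 minutes, normalized to enzyme-free and DMSO wells.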
An asterisk follows results filed as active. A portion of the library; the hit share may differ from the screen's.

SMILES	LDHA block
O=C(CSc1nc2cc3c(cc2c(=O)n1Cc1ccco1)OCO3)Nc1ccc(F)cc1	-1
CCn1c(CN(c2ccc(C)cc2)S(C)(=O)=O)nnc1SCC(=O)c1ccccc1	-15
O=C(Nc1ccc(F)cc1)c1ccc(N2C(=O)CCS2(=O)=O)cc1Cl	-20
O=C(O)c1cccc(-c2ccc(/C=N/O)o2)c1	9
CC(CC(=O)NC1CCCCC1)(C(=O)O)c1ccccc1 (configuration not stated)	-16
CCN(CC)c1nc2c(c(=O)n(C)c(=O)n2C)n1CC(O)COc1ccccc1 (configuration not stated)	1
Cc1ccc(Nc2nc(CSc3nnc4n3CCCCC4)cs2)cc1	-4
COc1ccc(CNC(=O)c2cc(-c3ccc(OC)cc3)nc3ccccc23)cc1	-3
C=CCNC(=O)NC(C)CC (configuration not stated)	1
Cc1ccc(NC(=O)C(=O)NCCN2CCN(S(=O)(=O)c3ccc4ccccc4c3)CC2)cc1	-2
CCN(Cc1ccncc1)C(=O)C(C)C	-3
COc1ccccc1-c1nnc(SCC(=O)N(CC(C)C)CC(C)C)n1N	-10
O=C(O)Cc1cccc2cccnc12	7
Cc1cc2c(s1)c1cnn(Cc3ccc(Cl)c(F)c3)c(=O)c1n2C	-1
CN1CCN(C(=O)c2cnc(N3CCCC3)c3ccccc23)CC1	7
N#Cc1ccc(-c2ccccc2)nc1SCC(=O)Nc1cccc(Cl)c1	0
COc1cccc2cc(-c3cc(=O)oc4c(C)c(C)ccc34)oc12	5
COc1ccc(C=O)cc1COc1ccc(C=O)cc1	1
COc1cc(OC)c(C2CC(=O)Nc3c(-c4ccccc4)nsc32)cc1OC (configuration not stated)	5
FC(F)(F)c1ccc(SCc2nc3ccccc3s2)nc1	3
Cc1ccc(OCc2nnc3sc(-c4cccc(N(C)C)c4)nn23)cc1	2
O=C(COc1ncnc2ccc(Br)cc12)NC(c1ccccc1)c1ccccc1	3
Cc1c(C)n(Cc2ccccc2)c2ncnc(NCc3ccco3)c12	-1
COC(=O)c1ccc(COC(=O)Cc2ccc(Cl)cc2Cl)cc1	-2
CCc1nc(NCC(C)C)c(C#N)c2c1CCCC2	-1
The results go on.
SMILES	LDHA block
CN(Cc1ccccc1F)S(=O)(=O)c1cccc2nsnc12	-4
COc1ccccc1OCc1nc(C#N)c(N2CCC(Cc3ccccc3)CC2)o1	9
CCCOc1ccc2c(c1)sc1ncc(NC(=O)c3ccc(OC)c(OC)c3)c(=O)n12	5
COC(=O)CNC(=O)/C=C/c1ccc(C#N)cc1	11
c1coc(-c2cc(CSc3ccc4c(c3)OCCCO4)no2)c1	5
CC(C)NC(=O)CSc1nnc(NC2CC2)s1	-4
COc1ccc(-c2noc(CN3CCCc4c(C(=O)NC(C)C)cccc43)n2)cc1OC	2
COC(=O)c1cccc(OCC(O)CN(C)C(C)c2cccs2)c1 (configuration not stated)	5
CC(=O)OCC1(COC(C)=O)COCC(COC(C)=O)(COC(C)=O)C1=O	-3
CCC(C(=O)N1CCN(c2ccc(F)cc2)CC1)n1cnc2ccccc2c1=O (configuration not stated)	-8
CS(=O)(=O)c1ccc(F)c(NC(=O)CCCc2cccs2)c1	-17
COc1ccc(/C(=N/OC(=O)c2cc(Cl)ccc2OC)c2nccc3cc(OC)c(OC)cc23)cc1OC	20
CC(C)(C)C(=O)Oc1ccc2c(=O)c(-c3ccccc3)coc2c1	-2
Cc1cc(C)cc(NC(=O)COc2ncnc3ccccc23)c1	-8
COCCN(Cc1cc2cc(C)ccc2[nH]c1=O)C(=O)c1cccnc1	3
COC(=O)c1c(NC(=O)CN2CCN(C(=O)C3CCCO3)CC2)sc2c1CCC2 (configuration not stated)	9
CCOc1ccc(NC(=O)c2nn(C)c(=O)c3ccccc23)cc1OCC	18
Cc1cc(NC(=O)c2nc3ccccc3nc2N2CCCCC2)ccc1Br	3
CCc1ccc(CNC(=O)c2sc3nc(C)nc(N4CCCC4)c3c2C)cc1	-1
CCc1ccc(NS(=O)(=O)c2ccc3c(c2)c(=O)n(CC(=O)N2CCCCCC2)c(=O)n3C)cc1	19
O=c1[nH]c2ccc(-c3csc(Nc4ccc(Cl)cc4)n3)cc2o1	-9
COc1ccc2oc(C(=O)NC3=NCCS3)c(C)c2c1	5
COc1ccc(-c2noc(-c3cc4cc(Cl)ccc4oc3=O)n2)cc1OC	3
Cc1cccc2nc(-c3ccc(N4CCOCC4)cc3)c(Nc3ccc4c(c3)OCCO4)n12	-9
CCOc1cc(/C=C2\NC(=O)NC2=O)cc(I)c1OC(C)C	13

Random excerpt: 2 records from the list
SMILES	LDHA block
COc1ccc(/C(=N/OC(=O)c2cc(Cl)ccc2OC)c2nccc3cc(OC)c(OC)cc23)cc1OC	20
COc1ccccc1OCc1nc(C#N)c(N2CCC(Cc3ccccc3)CC2)o1	9

The list goes on:
SMILES	LDHA block
CCOc1ccc2c(c1)cc(C(=O)Nc1ccc(F)cc1F)n2C	3
O=C(/C=C/c1ccccc1[N+](=O)[O-])OCC(=O)c1ccccc1F	1
CC(C)(C)c1ccc(-c2nnc(SCC(=O)N3CCC3)n2C2CCCC2)cc1	16
CCOc1ccc(-n2nc(C(=O)NCCCN(CC)Cc3ccccc3)c3ccccc3c2=O)cc1	5
CCCCN1C=C(OC(=O)c2ccc(OC)cc2)c2ccccc2S1(=O)=O	-4
CC(=O)N1CCC2(CC1)OC(=O)C(C)=C2C(=O)NCCN1CCCC1	14
COc1ccc(-c2c(NC(=O)C(C)C)oc3ccccc3c2=O)cc1	0
CC(C)(C)c1nc(CN2CCN(C(=O)N3CCCCC3)CC2)no1	0
Cc1ccc(CSc2nc3c(cc2C#N)C(=O)CC(C)(C)C3)cc1	3
O=C1SCCC1NC(=O)C(Sc1ccccc1)c1ccccc1 (configuration not stated)	0
CC(NC(=O)C1CCCC1)c1cccc(C(F)(F)F)c1 (configuration not stated)	5
CCN(CC)c1ccc(/C=N/NC(=S)Nc2cccc(C)c2)cc1	10
Fc1ccccc1NC(=S)NCCc1ccc(C(F)(F)F)cc1	10
O=C(O)CN(CCO)CCO	-4
Cn1c(=O)c2c(ncn2CC(O)c2cccc(F)c2)n(C)c1=O (configuration not stated)	0
O=C(Nc1cccc(S(=O)(=O)NC2=NCCC2)c1)c1cccc(Br)c1	1
Cc1ccc(-n2c(SCC(=O)NC(=O)NCC(C)C)nnc2N2CCCCC2)cc1	-5
Cn1c(=O)c2c(nc(NCCO)n2Cc2cccc(Br)c2)n(C)c1=O	4
CSc1ccccc1C(=O)Nc1cccc2ccccc12	3
COC(=O)C1=C(C(=O)OC)SC(=C(Cl)C(=S)Oc2ccccc2)S1	12
Cc1cc(C(=O)Nc2ccccn2)c2ccccc2n1	-11
COc1ccc(/C=C2/N=C(c3ccc(Cl)cc3Cl)NC2=O)cc1OC	10
O=C(O)CCc1nn2c3ccccc3n(CCOc3ccccc3Cl)c2nc1=O	5
CC(C)(C)Sc1ccc2nn(CC(=O)Nc3ccccc3F)c(=O)n2n1	-1
N#CCc1c(C#N)c(N)nc(NCCc2c[nH]c3ccccc23)c1C#N	2
Continuation.
SMILES	LDHA block
O=C1/C(=C/c2ccc(F)cc2)CCc2ccccc21	12
Cc1cc(C)c(NC(=O)CCc2ncc(-c3ccc(Cl)cc3)o2)c(C)c1	3
COc1ccc(C(=O)Nc2ccc3oc(-c4ccncc4)nc3c2)cc1OC	-7
Cc1c2c(nc3ccccc13)CCSC2	1
Cc1cc(C(C)(C)C)ccc1OCC(O)Cn1cnc2sccc2c1=O (configuration not stated)	0
CCN(CC(=O)N(C)C)C(=O)CCc1ncc(-c2ccccc2Cl)o1	-1
O=C(COC(=O)c1cc2ccccc2[nH]1)NC1CCCCCCC1	2
CCCCCCc1ccc(-c2ccc(CCCCCC)cn2)cc1	0
COC(=O)c1c(C)oc2ccc(OS(C)(=O)=O)cc12	7
COc1cc(C(=O)Nc2cc(Cl)ccc2OCC2CCCO2)cc(OC)c1OC (configuration not stated)	10
CCCN(C)Cc1ccc(C(=O)OC)cc1	7
O=C(CCc1ncc(-c2ccccc2F)o1)N1CCOCC1	5
O=C(Nc1ccc(Cl)cc1C(F)(F)F)c1ccc2ccccc2c1	0
CC(C)NC(NC(=O)c1ccc(C(C)(C)C)cc1)C(Cl)(Cl)Cl (configuration not stated)	-3
CCOC(=O)COc1ccc2c(=O)c(Oc3cc(C)c(Cl)c(C)c3)coc2c1	-21
CCCCn1c(=O)[nH]c(=O)c2c1nc(-c1ccncc1)n2C1CCCC1	6
CCCCN(CCCC)c1cccc(-c2cccc(N(CCCC)CCCC)c2)c1	14
Cc1ccc2c(c1)C(O)(CC(=O)c1cccs1)C(=O)N2 (configuration not stated)	-2
Cc1ccc(C(C)C)c(OCC(=O)NCc2ccc(Cn3cccn3)cc2)c1	-8
N#Cc1nc(-c2ccc(Cl)cc2)oc1NCc1ccc(Cl)cc1	-14
COC(=O)CNC(=O)c1ccc(C(=O)c2ccccc2)cc1	-4
CN(C)CCN(Cc1ccccc1)Cc1ccccc1	2
COc1cccc(OC)c1C(=O)Oc1cc(C)c2c(c1)O/C(=C\c1cccnc1)C2=O	1
Cc1c(C(=O)O)cccc1-n1cccc1	-1
Cc1ccccc1CC(=O)N(C)Cc1ccsc1	7
(further entries)
SMILES	LDHA block
CNC(=O)NC(=O)CN(C)Cc1cccc(C#N)c1	9
CC(CC(=O)Nc1ccc(F)cc1F)n1ccnc1 (configuration not stated)	-9
COc1ccc(Oc2coc3cc(OC(=O)c4ccccc4C)ccc3c2=O)cc1	7
CCC(C(=O)Nc1ccc(F)c(Cl)c1)n1nc(-c2ccccc2)ccc1=O (configuration not stated)	1
CCc1ccccc1NS(=O)(=O)c1ccc(C(F)(F)F)cc1	5
COc1ccc(C(=O)Nc2cnc3ccccc3c2)cc1OC	0
O=[N+]([O-])c1cccc(/C=N/NC(=S)Nc2ccccc2)c1	-3
O=C(CCc1cccs1)Nc1cccc2c1CCCC2	-24
O=C(NC1CCCCC1)C1=Cc2cc(Br)ccc2OC1	-8
CCOc1ccc(CNC(=O)CN(C(=O)C2=C(C)OCCS2)c2ccc(Cl)cc2)cc1OC	7
CC(=O)Nc1sc2c(c1C(O)c1nc3ccccc3s1)CCN(C(C)C)C2 (configuration not stated)	6
CC1(C)Cc2c(sc(NC(=O)C(N)=O)c2C#N)CO1	-2
N#Cc1nc(C2CC2)oc1N1CCN(C(=O)c2ccc(=O)[nH]c2)CC1	-23
CCCCn1c(=O)[nH]c(=O)c2c1nc(COC(=O)/C=C/c1cc(Cl)c(OC)c(OCC)c1)n2C	0
COc1ccc(C(=O)c2sc(Nc3cccc(Cl)c3)nc2N)cc1	13
O=C(CSc1ccc2c(c1)OCCCO2)Nc1ccccc1Cc1ccccc1	6
CC(=O)c1ccc(S(=O)(=O)N2CCN(C(=O)COc3cccc(-n4cnnn4)c3)CC2)cc1	-1
CC(C)CC(CC(C)C)=NNC(=O)COc1ccc(C#N)cc1	6
O=C1CSc2ccc(C(=O)Nc3ccccc3O)cc2N1	13
CC(C)CC(NC(=O)/C(=C/c1ccccc1)NC(=O)c1ccccc1)C(=O)O (configuration not stated)	7
CC(=O)c1c(OS(=O)(=O)c2cccc3cc(C)cnc23)ccc2c(C)cc(=O)oc12	5
CCCCCCNc1nc2c(c(=O)n(C)c(=O)n2C)n1Cc1cc(OC)ccc1Cl	3
Cc1cc2ccccc2n1CC(=O)Nc1ccc(Oc2ccccc2)cc1	-2
Cc1cc(C)n(-c2nc3ccccc3nc2Nc2cccc(F)c2)n1	11
COc1cc(OC)c(OC)cc1CNC(=O)c1cc(Br)ccc1F	-1
Further structures follow.
SMILES	LDHA block
COCCn1c(SCC(=O)c2cc(C)n(CC(F)(F)F)c2C)nnc1-c1ccc(Cl)cc1	-3
CCc1ccc(C(=O)NCc2ccnc(N3CCN(C)CC3)c2)o1	11
Nc1ccc(C(=O)N/N=C/c2ccc([N+](=O)[O-])cc2)cc1	4
NS(=O)(=O)c1ccc(N/N=C/c2ccc(Cl)cc2Cl)c([N+](=O)[O-])c1	-2
COCC(C)n1c(C)cc(C(=O)Cn2cnc3sccc3c2=O)c1C (configuration not stated)	9
CCOc1ccc(NC(=O)c2cc(=O)c3cc(C)ccc3o2)cc1OC	-1
COc1ccccc1CNC(=O)CCc1nnc2ccc(NCc3ccc4c(c3)OCO4)nn12	-3
COC(=O)c1cc(S(=O)(=O)Nc2ccccc2F)c[nH]1	-10
COc1ccc(-c2c(NC(=O)c3cccc([N+](=O)[O-])c3)oc3ccccc3c2=O)cc1OC	-7
COC(=O)c1ccc(CNC(=O)c2ccc(C#N)cc2)cc1	1
Cc1cccc(NS(=O)(=O)c2cc(-c3cnc(C)o3)ccc2C)c1	-1
Cc1ccc(-c2cnc(CCC(=O)NCC(CC(C)C)N3CCOCC3)o2)cc1C (configuration not stated)	9
Cc1c(CC(=O)NCCc2ccccc2)c(=O)oc2cc(O)c(Cl)cc12	0

Grouped by structure: the compounds so far with an aryl thioether with sulfur outside any ring
SMILES	LDHA block
O=C(CSc1nc2cc3c(cc2c(=O)n1Cc1ccco1)OCO3)Nc1ccc(F)cc1	-1
CCn1c(CN(c2ccc(C)cc2)S(C)(=O)=O)nnc1SCC(=O)c1ccccc1	-15
Cc1ccc(Nc2nc(CSc3nnc4n3CCCCC4)cs2)cc1	-4
COc1ccccc1-c1nnc(SCC(=O)N(CC(C)C)CC(C)C)n1N	-10
N#Cc1ccc(-c2ccccc2)nc1SCC(=O)Nc1cccc(Cl)c1	0
FC(F)(F)c1ccc(SCc2nc3ccccc3s2)nc1	3
c1coc(-c2cc(CSc3ccc4c(c3)OCCCO4)no2)c1	5
CC(C)NC(=O)CSc1nnc(NC2CC2)s1	-4
CC(C)(C)c1ccc(-c2nnc(SCC(=O)N3CCC3)n2C2CCCC2)cc1	16
Cc1ccc(CSc2nc3c(cc2C#N)C(=O)CC(C)(C)C3)cc1	3
O=C1SCCC1NC(=O)C(Sc1ccccc1)c1ccccc1 (configuration not stated)	0
Cc1ccc(-n2c(SCC(=O)NC(=O)NCC(C)C)nnc2N2CCCCC2)cc1	-5
CSc1ccccc1C(=O)Nc1cccc2ccccc12	3
CC(C)(C)Sc1ccc2nn(CC(=O)Nc3ccccc3F)c(=O)n2n1	-1
O=C(CSc1ccc2c(c1)OCCCO2)Nc1ccccc1Cc1ccccc1	6
COCCn1c(SCC(=O)c2cc(C)n(CC(F)(F)F)c2C)nnc1-c1ccc(Cl)cc1	-3

From PubChem
